# Screening results (PubChem BioAssay)
# EBNA-1 inhibitor: EBNA-1 DNA-binding inhibitors, primary screen, biochemical, fluorescence polarization; AID 1950, 2009; inhibition, % at 14.8 µM; 300,000 compounds, 0.34% hits; in the data active means inhibition above about 28%
# LYPLA2 inh: LYPLA2 inhibitors, primary screen, counter-screen for PME1 inhibitor project, biochemical, fluorescence polarization, FP-Rh probe ABPP; Acyl-protein thioesterase 2 (Homo sapiens), O95372; recombinant LYPLA2; inhibition, % at 5.9 µM; 320,000 compounds, 0.38% hits;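 active means inhibition above the screen-wide mean plus 3 SD, limit set per campaign, cut at about 26% in these data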;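 further: 0% = LYPLA2 with DMSO and 100% = wells lacking LYPLA2 enzyme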
# Target sequence (O95372 whole entry, looked up): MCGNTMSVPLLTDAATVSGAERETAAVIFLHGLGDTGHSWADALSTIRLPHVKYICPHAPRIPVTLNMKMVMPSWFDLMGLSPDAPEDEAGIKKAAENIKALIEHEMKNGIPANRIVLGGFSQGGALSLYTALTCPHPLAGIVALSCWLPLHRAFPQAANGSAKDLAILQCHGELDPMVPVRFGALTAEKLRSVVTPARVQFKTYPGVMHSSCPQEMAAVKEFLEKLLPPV
# PREPL inh: PREPL enzyme inhibitors, primary screen, biochemical, fluorescence polarization; Prolyl endopeptidase-like (Homo sapiens), Q4J6C6; recombinant PREPL, fluorescence polarization activity-based probe; inhibition, % at 5.96 µM; 320,000 compounds, 0.68% hits; AID 2751, 2010; in the data active means inhibition above about 43%;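 further: 0% = enzyme with DMSO and 100% = wells lacking enzyme; many of its hits are not listed in these tables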
# LYPLA1 counter: LYPLA1 inhibitors, primary screen, counter-screen for PME1 inhibitor project, biochemical, fluorescence polarization, FP-Rh probe ABPP. 320,000 compounds, 0.16% hits. Acyl-protein thioesterase 1 (Homo sapiens), O75608. inhibition, % at 5.9 µM. recombinant LYPLA1;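 active means inhibition above the mean of all tested compounds plus 3 SD, set per campaign, cut at about 14% in these data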;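 further: inhibitors block serine hydrolase probe labeling of LYPLA1 so polarization falls; 0% = enzyme with DMSO and 100% = wells lacking LYPLA1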
# Target sequence (O75608 whole entry, looked up): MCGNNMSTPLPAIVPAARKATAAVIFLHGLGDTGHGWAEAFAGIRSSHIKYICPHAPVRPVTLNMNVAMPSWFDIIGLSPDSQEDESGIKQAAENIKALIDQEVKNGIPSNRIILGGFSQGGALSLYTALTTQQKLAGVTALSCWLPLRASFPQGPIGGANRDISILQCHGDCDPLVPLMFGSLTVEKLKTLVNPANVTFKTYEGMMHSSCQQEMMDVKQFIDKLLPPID
# PAD4 inh: human PAD4 inhibitors, primary screen, biochemical, fluorescence polarization, 1536-well format. recombinant PAD4, RCA probe fluorescence polarization. inhibition, % at 6.36 µM. 330,000 compounds, 0.41% hits. AID 485272, 2010;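 active means percent inhibition above a cutoff equal to the mean of all tested compounds plus 3 SD, cut at about 15% in these data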;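 further: 0% = PAD4 with RCA probe and DMSO and 100% = probe without PAD4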
# PAFAH2 FP inh: PAFAH2 enzyme inhibitors, primary screen, biochemical, fluorescence polarization, human; Platelet-activating factor acetylhydrolase 2, cytoplasmic (Homo sapiens), Q99487; recombinant PAFAH2, FP-rhodamine activity probe; inhibition, % at 3.39 µM; 340,000 compounds, 0.99% hits;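 active means inhibition above the mean over all tested compounds plus 3 SD, cut at about 30% in these data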;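 further: inhibitors block probe labeling of enzyme so polarization drops; 0% = enzyme with DMSO and 100% = wells lacking PAFAH2 protein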
# GSTO1 inh: inhibitors of recombinant GSTO1, primary screen, counter-screen for RBBP9 inhibitor project, biochemical, fluorescence polarization; AID 1974, 2009; Glutathione S-transferase omega-1 (Homo sapiens), P78417; 300,000 compounds, 1.1% hits; inhibition, % at 5.96 µM; activity-based probe fluorescence polarization;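 active means inhibition above the campaign mean inhibition plus 3 SD, cut at about 35% in these data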;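 further: 0% = GSTO1-1 with DMSO and 100% = wells lacking GSTO1-1 enzyme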
# ZTA DNA inh: blocks Epstein-Barr virus ZTA, an EBNA-1 counter-screen | ZTA-DNA binding, fluorescence polarization | inhibition, % at 11 µM | 320,000 compounds, 0.15% hits | P03206 | AID 2234; in the data active means inhibition above about 33%
# Target sequence (P03206 whole entry, looked up): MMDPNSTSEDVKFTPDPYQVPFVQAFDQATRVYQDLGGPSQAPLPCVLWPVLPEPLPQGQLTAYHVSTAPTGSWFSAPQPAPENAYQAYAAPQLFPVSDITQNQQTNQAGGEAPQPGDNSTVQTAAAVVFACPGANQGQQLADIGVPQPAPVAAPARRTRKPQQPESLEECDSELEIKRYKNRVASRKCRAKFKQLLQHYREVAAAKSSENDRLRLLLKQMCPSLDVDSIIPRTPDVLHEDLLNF
# PAFAH1B3 FP inh: PAFAH1B3 enzyme inhibitors, primary screen, biochemical, fluorescence polarization, human; recombinant PAFAH1B3, FP-rhodamine probe; inhibition, % at 3.39 µM; 340,000 compounds, 0.28% hits; AID 492972, 2010;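 active means inhibition above the screen-wide average of all tested compounds plus 3 SD, cut at about 25% in these data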;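 further: 0% = enzyme with DMSO only and 100% = wells lacking PAFAH1B3 protein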
# Target sequence (Q15102 whole entry, looked up): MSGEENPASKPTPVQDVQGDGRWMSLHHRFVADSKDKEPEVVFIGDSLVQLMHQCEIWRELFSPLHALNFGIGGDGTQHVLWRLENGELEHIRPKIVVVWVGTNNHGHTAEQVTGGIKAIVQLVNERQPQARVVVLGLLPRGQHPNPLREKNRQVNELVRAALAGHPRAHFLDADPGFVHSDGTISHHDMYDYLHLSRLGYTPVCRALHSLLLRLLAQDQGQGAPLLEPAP
# Numbers without * were called inactive; x = not tested or not shown. This is a subset; count on the stated rates, not on these rows.
SMILES,EBNA-1 inhibitor,LYPLA2 inh,PREPL inh,LYPLA1 counter,PAD4 inh,PAFAH2 FP inh,GSTO1 inh,ZTA DNA inh,PAFAH1B3 FP inh
O=C(Nc1c2c(nn1-c1ccc(Cl)cc1)CS(=O)(=O)C2)c1ccccc1,6,-4,2,-2,-6,4,1,-15,6
Cc1nc(N)nc(Nc2ccc(Cl)cc2)c1Br,4,-2,-62,2,7,4,2,-6,7
COc1cc2c(cc1OC)C(=O)N(C)CC2,-18,12,5,2,4,5,-1,-5,-3
O=C(NCCc1nnc2ccc(NCc3ccc(Cl)cc3)nn12)c1ccccc1,-15,1,-16,-3,-1,-1,8,-6,5
CCN(CC)CCN1C(=O)C(=O)/C(=C(/O)c2ccc3c(c2)CC(C)O3)C1c1ccc(OC)cc1 (stereo unspecified),-2,0,-2,0,4,4,7,-3,6
Cc1cc(Nc2ccc(F)cc2F)n2ncnc2n1,1,-6,0,0,0,-4,2,21,7
O=C(NC1(N2CCOCC2)CC1)c1ccc(Cl)cc1,1,3,11,-5,1,2,4,6,8
CCNc1c([N+](=O)[O-])c(=O)oc2ccccc12,4,2,0,-5,-6,2,9,35*,8
C=CCOn1c(=O)c(-c2ccc(OCC)cc2)[n+]([O-])c2ccccc21,-10,14,32,1,1,9,13,0,13
C/C(CC(=O)Nc1ccc(N(C)C)cc1)=N\NC(=O)c1cnccn1,12,6,8,3,2,-4,7,9,-1
Cc1ccc(Cn2nnc3c(=O)n(CC(=O)N4CCCCC4)cnc32)cc1,-5,2,-5,-2,-2,-8,1,-27,6
Cc1cc(C)c(NC(=O)CNC(=O)CSc2nnc(N)s2)c(C)c1,0,1,-4,1,1,-5,-1,3,-3
CC1(C)CC(=O)c2cc(C(=O)NC3CCSC3=O)c(=O)n(-c3ccccc3)c2C1 (stereo unspecified),8,3,4,1,-3,11,2,1,1
COc1ccc(N2CCN(c3oc(-c4ccco4)nc3C#N)CC2)cc1,0,22,44*,10,3,-6,3,4,-4
O=C(NC(=S)Nc1ccccc1N1CCCC1)c1ccc([N+](=O)[O-])cc1,-3,-2,11,-2,4,4,11,3,16
Cc1ccc(C(=O)NCCN2CCOCC2)cc1,-22,-9,2,-3,-7,9,-3,7,4
Cc1cccc(NC(=O)CC2SC(=O)N(c3ccccc3)C2=O)c1 (stereo unspecified),-2,0,8,-6,-6,3,-30,6,4
Cn1ccnc1C(=O)c1ccc(Cl)c(S(=O)(=O)N2CCOCC2)c1,-19,5,10,0,-2,-2,9,-10,2
NS(=O)(=O)c1ccc(S(=O)(=O)N(CCc2ccccc2)Cc2ccccn2)cc1,-1,5,-4,-1,-2,-1,2,10,9
O=C(CCN1C(=O)CSc2ccccc21)Nc1ccc(C(F)(F)F)cc1,x,-5,9,-2,-2,-1,x,-1,0
Cc1ccc(Oc2nc3ccccn3c(=O)c2/C=C(\C#N)C(=O)NC2CCS(=O)(=O)C2)cc1 (stereo unspecified),-3,7,6,5,7,-1,9,-6,-6
Cc1ccc(OCc2nnc(SCC(=O)Nc3ccc4c(c3)OCO4)n2C)cc1,6,6,14,0,0,3,0,0,8
Fc1ccc(-c2csc3ncnc(Nc4ccc(N5CCOCC5)cc4)c23)cc1,-1,-2,20,-1,-4,10,10,-4,11
O=C(CSc1nc2c(sc3ccccc32)c(=O)n1CCCN1CCCC1)NCc1ccco1,4,5,14,2,-5,6,-8,5,6
Cc1cc(NC(=O)CS(=O)(=O)c2cn(C)c3ccccc23)no1,9,3,-11,0,-1,-2,3,3,5
COc1ccc(CCNC(=O)COC(=O)c2ccc(Br)o2)cc1OC,-9,4,-8,-1,2,2,-1,-7,9
CCOc1ccc(C(=O)OCn2nnc3ccccc3c2=O)cc1OC,11,0,-2,-1,1,63*,-3,-3,9
C/C(=N\NC(=O)Cn1cc([N+](=O)[O-])cn1)c1ccc(O)cc1,-5,2,6,3,-3,2,1,-6,7
Cc1cccc(Oc2ncc(-c3ccc(Cl)cc3)cn2)c1,-2,11,14,-1,-2,-2,-6,-17,5
CN(C)C(=O)c1cccn(Cc2cccc(C(F)(F)F)c2)c1=O,-16,0,9,1,-7,0,2,3,4
O=C1c2cccc3c(N4CCCCC4)ccc(c23)C(=O)N1c1ccccc1O,-19,-2,-1,1,-9,6,7,11,0
C(=C\c1ccccn1)/c1ccncc1,0,7,6,-4,0,3,6,-19,-2
Cc1cc(C(=O)N/N=C/C=C/c2ccc([N+](=O)[O-])cc2)n[nH]1,6,-1,7,3,-2,5,-1,5,-3
COc1ccc2c(c1)c1ncn(CCN3CCCCC3)c(=O)c1n2C,-5,2,11,0,-2,4,4,-12,15
C/C=C/c1ccc(OCC(=O)NCc2ccccc2OC)c(OC)c1,-1,3,-2,0,-3,-4,-1,-21,6
Nc1ccn([C@@H]2O[C@H](COS(=O)(=O)O)[C@@H](O)[C@H]2O)c(=O)n1,x,x,14,x,-8,10,x,x,11
Cc1cc(C)nc(SCCC(=O)Nc2ccccc2Cl)n1,5,0,1,-4,-3,-6,-1,-3,-1
CCOc1ccc(/C(O)=C2/C(=O)C(=O)N(c3ccccn3)C2c2ccc(F)cc2)c(C)c1 (stereo unspecified),3,7,-13,3,-1,0,-3,3,2
CC(=O)N1CCC(C(=O)NCCOc2ccc(C)cc2)CC1,6,-2,-3,-1,3,5,8,-13,9
O=C(CCNC(=O)c1ccc(Cl)cc1)NC1CCCCCC1,x,0,1,0,2,0,x,5,-5
CCn1c(Cc2ccccc2)nnc1SCC(=O)Nc1ccccc1F,2,-6,-7,-3,3,-4,7,14,6
O=C(O)CN1C(=O)SC(Nc2ccc(C(=O)O)cc2)C1=O (stereo unspecified),-14,-3,2,-1,-5,-5,-6,3,-1
Cc1cccc2sc(NC(=O)C3CCN(C(=O)c4ccco4)CC3)nc12,-2,10,-3,-2,3,3,-3,3,4
CN1CCN(NC(=O)c2cc(-c3ccccn3)nc3ccccc23)CC1,7,0,11,2,-1,5,5,-3,-5
COc1ccc(NS(=O)(=O)c2ccc(C)c(C(=O)O)c2)cc1,-10,-1,-10,1,-1,-1,2,-16,6
CCOc1ccc(OCCCC(=O)N(C)CC(=O)Nc2ccccc2Br)cc1,x,x,17,x,-8,7,x,x,7
CCOCC(=O)N1CCc2ccccc21,3,2,8,1,1,6,8,-13,3
COC(=O)c1cc(C(=O)c2ccc(C(C)(C)C)cc2)c[nH]1,-9,1,15,-1,-6,3,-9,-10,6

# Some of these compounds in order of number of heavy atoms, largest number first:
SMILES,EBNA-1 inhibitor,LYPLA2 inh,PREPL inh,LYPLA1 counter,PAD4 inh,PAFAH2 FP inh,GSTO1 inh,ZTA DNA inh,PAFAH1B3 FP inh
CN1CCN(NC(=O)c2cc(-c3ccccn3)nc3ccccc23)CC1,7,0,11,2,-1,5,5,-3,-5
O=C(CCNC(=O)c1ccc(Cl)cc1)NC1CCCCCC1,x,0,1,0,2,0,x,5,-5
COC(=O)c1cc(C(=O)c2ccc(C(C)(C)C)cc2)c[nH]1,-9,1,15,-1,-6,3,-9,-10,6
CCOCC(=O)N1CCc2ccccc21,3,2,8,1,1,6,8,-13,3

# (list continues)
SMILES,EBNA-1 inhibitor,LYPLA2 inh,PREPL inh,LYPLA1 counter,PAD4 inh,PAFAH2 FP inh,GSTO1 inh,ZTA DNA inh,PAFAH1B3 FP inh
Cn1cc(C(=O)Nc2ccc(C#N)cc2)c2ccccc2c1=O,7,-1,10,1,-5,2,-5,9,3
Cc1ccc(S(=O)(=O)Nc2cccc3c2O[C@H](CN(C)Cc2ccc(-c4ccccc4)cc2)[C@@H](C)CN([C@H](C)CO)C3=O)cc1,x,x,31,x,1,-4,x,x,5
CCOC(=O)C1=C(C)OC(N)=C(C(=O)OCC)C1c1ccncc1 (stereo unspecified),-5,-2,3,4,-2,0,-10,8,9
COc1ccccc1OCc1nnc(SCC(=O)N2CCCC2)o1,7,0,3,4,-1,1,5,0,-2
CCOc1ccc2nc(NC(=O)CN3CCC(n4nnc5cc(C(F)(F)F)ccc54)CC3)sc2c1,-9,0,6,-5,0,-1,-8,-16,-1
CC(=O)c1ccc(S(=O)(=O)N2CCN(C(C)=O)CC2)cc1,11,5,11,3,5,3,7,5,3
COc1ccc(C(=O)C2CCCN(C(=O)c3cccc(Cn4cccn4)c3)C2)cc1F (stereo unspecified),1,3,17,-2,-1,-7,5,-5,-4
N#Cc1c(C(F)(F)F)cc(-c2cccs2)nc1SCc1cccnc1,-8,2,15,-2,-5,5,-2,0,7
COc1ccc(C(=O)/C=C/c2ccccc2)c(O)c1,-8,-3,-7,-4,3,2,-2,-11,-3
O=C(NCc1cccnc1)/C(=C/c1ccc(-c2cccc(Cl)c2)o1)S(=O)(=O)c1ccccc1,-10,-32,1,-19,2,10,1,-4,-3
S=C(Nc1cccc(Cl)c1)N1CCOCC1,3,-2,9,-1,1,1,1,11,11
O=C(CSc1cccc[n+]1[O-])Nc1ccc(N2CCOCC2)cc1,-11,2,1,2,-3,x,3,1,x

# Limited to EBNA-1 inhibitor and PAD4 inh, for three of the compounds above:
mol	EBNA-1 inhibitor	PAD4 inh
Cn1cc(C(=O)Nc2ccc(C#N)cc2)c2ccccc2c1=O	7	-5
CC(=O)c1ccc(S(=O)(=O)N2CCN(C(C)=O)CC2)cc1	11	5
COc1ccccc1OCc1nnc(SCC(=O)N2CCCC2)o1	7	-1

# Record cards, from the list above. Order of screens: EBNA-1 inhibitor	LYPLA2 inh	PREPL inh	LYPLA1 counter	PAD4 inh	PAFAH2 FP inh	GSTO1 inh	ZTA DNA inh	PAFAH1B3 FP inh
# O=C(NCc1cccnc1)/C(=C/c1ccc(-c2cccc(Cl)c2)o1)S(=O)(=O)c1ccccc1 in the list: -10	-32	1	-19	2	10	1	-4	-3
# CCOC(=O)C1=C(C)OC(N)=C(C(=O)OCC)C1c1ccncc1 (stereo unspecified) in the list: -5	-2	3	4	-2	0	-10	8	9

# (continued)
SMILES,EBNA-1 inhibitor,LYPLA2 inh,PREPL inh,LYPLA1 counter,PAD4 inh,PAFAH2 FP inh,GSTO1 inh,ZTA DNA inh,PAFAH1B3 FP inh
CC(C)n1nc(C(=O)Nc2cccc(S(=O)(=O)NCc3ccco3)c2)c2ccccc2c1=O,-9,-1,-7,-3,-8,-6,-11,-2,6
Cc1cc(OCC(=O)Nc2ccccc2C(N)=O)c2c(C)cc(=O)oc2c1,-15,3,3,4,6,4,-8,-11,2
COc1ccc(CNC(=O)C(OC(C)=O)c2ccccn2)cc1 (stereo unspecified),-1,-5,12,-1,-4,6,13,5,6
O=C(CSc1nc2ccc(Cl)cc2[nH]1)Nc1ccc2[nH]c(=O)[nH]c2c1,3,-2,8,-3,-6,-1,-53,5,8

# An excerpt from above in order of their number in EBNA-1 inhibitor, highest first.
compound | EBNA-1 inhibitor | PREPL inh | PAD4 inh | PAFAH2 FP inh | PAFAH1B3 FP inh
O=C(CSc1nc2ccc(Cl)cc2[nH]1)Nc1ccc2[nH]c(=O)[nH]c2c1 | 3 | 8 | -6 | -1 | 8
COc1ccc(CNC(=O)C(OC(C)=O)c2ccccn2)cc1 (stereo unspecified) | -1 | 12 | -4 | 6 | 6
CC(C)n1nc(C(=O)Nc2cccc(S(=O)(=O)NCc3ccco3)c2)c2ccccc2c1=O | -9 | -7 | -8 | -6 | 6
